High-throughput results: PubChem, The Scripps Research Institute Molecular Screening Center
PAFAH2 inh – PAFAH2 enzyme inhibitors, primary screen, biochemical, fluorescence polarization, human | Platelet-activating factor acetylhydrolase 2, cytoplasmic (Homo sapiens), Q99487 | recombinant PAFAH2, FP-rhodamine activity probe | inhibition, % at 3.39 µM | hit rate 0.99% among 340,000;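 active = inhibition above the mean over all tested compounds plus 3 SD, cut at about 30% in these data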;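 note: inhibitors block probe labeling of enzyme so polarization drops; 0% = enzyme with DMSO and 100% = wells lacking PAFAH2 protein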
PAFAH1B3 inh – PAFAH1B3 enzyme inhibitors, primary screen, biochemical, fluorescence polarization, human; Platelet-activating factor acetylhydrolase IB subunit alpha1 (Homo sapiens), Q15102; recombinant PAFAH1B3, FP-rhodamine probe; inhibition, % at 3.39 µM; hit rate 0.28% among 340,000; AID 492972, 2010;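 active = inhibition above the screen-wide average of all tested compounds plus 3 SD, cut at about 25% in these data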;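 note: 0% = enzyme with DMSO only and 100% = wells lacking PAFAH1B3 protein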
Target sequence (Q15102 whole entry, looked up): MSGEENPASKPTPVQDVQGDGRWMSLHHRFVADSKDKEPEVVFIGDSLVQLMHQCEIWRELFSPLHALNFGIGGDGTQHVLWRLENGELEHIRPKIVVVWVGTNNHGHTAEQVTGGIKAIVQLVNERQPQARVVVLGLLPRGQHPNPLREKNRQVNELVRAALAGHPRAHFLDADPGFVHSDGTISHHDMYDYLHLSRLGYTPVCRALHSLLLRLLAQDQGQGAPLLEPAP
PAFAH1B2 FP inh – PAFAH1B2 enzyme inhibitors, primary screen, biochemical, fluorescence polarization, human; Platelet-activating factor acetylhydrolase IB subunit alpha2 (Homo sapiens), P68402; recombinant PAFAH1B2, FP-rhodamine activity probe; inhibition, % at 3.39 µM; hit rate 1.2% among 340,000;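 active = inhibition above the mean of all tested compounds plus 3 SD, cut at about 24% in these data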;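 note: 0% = enzyme with DMSO and 100% = wells lacking PAFAH1B2; many of its hits are not listed in these tables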
Target sequence (P68402 whole entry, looked up): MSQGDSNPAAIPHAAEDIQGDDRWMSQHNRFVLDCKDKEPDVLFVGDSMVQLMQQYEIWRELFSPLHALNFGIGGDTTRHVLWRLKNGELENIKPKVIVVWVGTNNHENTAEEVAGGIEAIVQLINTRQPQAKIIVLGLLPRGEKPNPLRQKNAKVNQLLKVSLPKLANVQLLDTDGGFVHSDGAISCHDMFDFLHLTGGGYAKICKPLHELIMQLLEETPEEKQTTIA
* = called active by the depositor. Some of the compounds tested. The share of hits here may be higher or lower than overall.

SMILES	PAFAH2 inh	PAFAH1B3 inh	PAFAH1B2 FP inh
N#CCC(=O)Nc1ccc(C(=O)NNC(=S)NC2CC2)cc1	-6	4	2
Cc1ccc(S(=O)(=O)Nc2cc(C)cc(CCNC=O)c2C)cc1	-6	2	5
CC1CCCCC12NC(=O)N(CC(=O)Nc1ccc(Cl)c(S(=O)(=O)N3CCOCC3)c1)C2=O (configuration not stated)	-2	11	6
CN1CCN(CCCNC(=O)c2ccc(/C=C3\Sc4ccccc4N(Cc4ccc(F)cc4)C3=O)cc2)CC1	-11	10	2
CCN(C(=O)COC(=O)CCC1CCCC1)c1c(N)n(Cc2ccccc2)c(=O)[nH]c1=O	3	-5	1
Cc1ccc(C2=C(O)C(=O)C(c3ccc(C)cc3)=C(O)C2=O)cc1	63*	65*	41*
CN1CCC(CC(C(=O)N2CCCC2)(c2ccccc2)c2ccccc2)C1 (configuration not stated)	1	9	2
CCCCN(C(=O)c1cc2c(s1)CCC2)c1c(N)n(CCC)c(=O)[nH]c1=O	13	11	3
Cc1nc2ncccn2c1-c1csc(Nc2ccc(N(C)C)cc2)n1	8	0	-1
Cc1c2cnn(CC(=O)NCCN3CCOCC3)c(=O)c2c(C)n1Cc1ccccc1F	-3	7	2
CC1CN(Cc2ccccc2)C(=O)NC1=O (configuration not stated)	5	5	1
CN(C(=O)COC(=O)c1nc(Cl)c(Cl)c(Cl)c1Cl)C1CCS(=O)(=O)C1 (configuration not stated)	2	0	-3
O=C(O)c1cccc(N/N=C/c2ccc(-c3ccccc3)cc2)c1	3	-2	-2
C(=NN=C(NN=Cc1cccs1)NN=Cc1cccs1)c1cccs1	-4	3	1
CS(=O)(=O)c1nc(-c2ccc(F)cc2)cc(C(F)(F)F)n1	-13	-5	-4
Nc1nc(SCc2cccc(Br)c2)n[nH]1	-15	4	1
CC12CCC3c4cc(CN5CCOCC5)c(O)cc4CCC3C1CCC2=O (configuration not stated)	3	8	3
COc1ccc(CCN(C)C(=O)CSc2nc3ccccc3c(=O)n2CC2CCCO2)cc1OC (configuration not stated)	-2	1	3
CSc1ccccc1OCc1cc(C(=O)NCCc2nc(C)cc(C)n2)no1	2	9	7
O=C(COc1coc(CN2CCN(c3ccc(F)cc3)CC2)cc1=O)NC1CCCCC1	-6	1	1
C/C(Sc1nnc(Cc2ccccc2)o1)=C(\O)c1ccccc1	9	-5	8
CCCNC(=O)Cn1c(=O)/c(=C/c2ccc(-c3cccc([N+](=O)[O-])c3)o2)s/c1=C\C(=O)C(C)(C)C	-5	-3	-2
Cc1ccc(-c2nc(-c3ccncc3)no2)cc1	-1	4	0
Cc1ccc2ccccc2c1CSc1nc(N)nc2c1ncn2CC(C)C	1	5	-1
N#CC1=C(SCC(N)=O)NC(=O)CC1c1cccc2ccccc12 (configuration not stated)	-1	-4	6

Further results
SMILES	PAFAH2 inh	PAFAH1B3 inh	PAFAH1B2 FP inh
O=[N+]([O-])c1cc2c(c3cccnc13)COCO2	6	9	4
Cc1c(Nc2cc(Cl)c3nonc3c2[N+](=O)[O-])c(=O)n(-c2ccccc2)n1C	-2	4	6
CNS(=O)(=O)c1ccc(NC(=O)Nc2ccc3c(c2)OCO3)cc1	0	7	2
CN(Cc1ccc(OC(F)F)cc1)C(=O)c1cccc(S(=O)(=O)N2CCN(c3ccccc3)CC2)c1	0	2	1
C#CCN1C=CC(=O)[C@@H](OC(=O)Nc2ccc(Br)cc2)[C@H]1c1ccccc1Br	-1	10	5
O=[N+]([O-])c1ccc(NN=Cc2ccccc2)nc1	9	12	3
COc1ccc(NC(=O)c2cc(S(=O)(=O)N3CCOCC3)ccc2C)cc1S(=O)(=O)N1CCCCC1	2	1	-3
Cc1ccc(N/C(C(Cl)=C(Cl)Cl)=C(/Cl)[N+](=O)[O-])c(C)c1	-5	10	7
Cc1c(N(C)S(=O)(=O)c2ccc(Cl)c(C(=O)NCC3CCCO3)c2)c(=O)n(-c2ccccc2)n1C (configuration not stated)	-1	4	6
CCN(c1ccc(N=Cc2c(O)n(Cc3ccc(OC)cc3)c(=O)c3ccccc23)cc1)C(C)C	18	21	11
Cc1ccc(C)c(S(=O)(=O)N2CCN(C(=O)Cc3sc(C)nc3-c3ccc(F)cc3)CC2)c1	-2	7	-4
COc1ccc(C(C)=O)cc1COc1cccc2c1OC(C)(C)C2	5	1	3
CN(CCc1ccccc1)c1ccc([N+](=O)[O-])cn1	8	7	4
Cc1ccccc1-c1cc2nc(C)c(C)c(=O)n2[nH]1	-3	7	2
COc1ccc(N2CCN(C(=O)c3ccc4c(c3)CC(c3ccccc3)OC4=O)CC2)cc1 (configuration not stated)	1	0	1
CC(=O)Nc1ccc(CCCCc2ccccc2)cc1	7	4	12
CCC(C)c1ccc(NC(=S)N2CCCC2)cc1 (configuration not stated)	-3	-3	3
COc1ccc(OC)c(NC(=O)CSc2ncnc3sc(C)cc23)c1	19	19	14
Nc1ccc2c(c1)C(=O)c1cc(Cl)c(Cl)cc1-2	5	6	6
Cc1ccnc(NS(=O)(=O)c2ccc(NC(=O)c3oc4ccc(F)cc4c3C)cc2)n1	-5	4	1
O=C(NCCc1ccccc1)c1cccc(NC(=O)C2CC2)c1	-3	3	-2
Cc1ccc(S(=O)(=O)NC(CCC(N)=O)C(=O)NCc2ccc3c(c2)OCO3)c(C)c1 (configuration not stated)	3	1	2
CCOC(=O)c1ccc(N=c2ssnc2Cl)cc1	2	2	4
CC(=O)c1cccc(-c2ccc(CN3C(CC(C)C)C(=O)N(Cc4cn(CC5CCCCC5)nn4)CCS3(=O)=O)cc2)c1 (configuration not stated)	-3	5	-2
Cc1coc2c1c(C)cc1oc(=O)c(CC(=O)N[C@@H](C)C(=O)O)c(C)c12	1	-4	2

Following part.
SMILES	PAFAH2 inh	PAFAH1B3 inh	PAFAH1B2 FP inh
O=C1c2ccccc2C(=O)N1CCc1c(-c2ccccc2)[nH]c2ccccc12	2	10	0
C#CCOCCOCCOCCNc1nc(N2CCN(C(=O)Cn3cc(CCO)nn3)CC2)nc(N2CCN(C(=O)[C@H]([C@@H](C)CC)n3cc(CCCCN)nn3)CC2)n1	0	10	2
COc1cc(OC)cc(C(=O)NCC2CCCN(C(=O)c3csc(C(C)C)n3)C2)c1 (configuration not stated)	5	-3	9
O=c1[nH]cnc2c1ccn2C1OC(CO)C(O)C1O (configuration not stated)	-1	4	3
CCn1cc(C(=O)NCCc2ccc(Cl)cc2)c(=O)c2cc(S(=O)(=O)N(C)C)ccc21	0	1	0
COc1ccc(S(N)(=O)=O)cc1C(=O)NNC(=O)c1cccc(S(=O)(=O)N2CCOCC2)c1	2	3	4
Cc1cccc(NC(=O)CNC(=O)CN2C(=O)NC(C)(CCC(C)C)C2=O)c1C (configuration not stated)	-3	3	2
Cc1cccc(NC(=O)c2ccc(C)c(S(=O)(=O)N3CCOCC3)c2)n1	8	4	6
O=C(OCC1CCC=CO1)C1CCC=CO1 (configuration not stated)	-1	7	3
Nc1ccc2c(c1Br)Cc1ccccc1-2	8	7	14
COC(=O)c1ccc(/C=C2\SC(=S)N(CCCC(=O)N3CCOCC3)C2=O)cc1	1	0	6
COc1cc2c(cc1OC)C(c1cc(OC)c(OC)c(OC)c1)C1(O)C(=O)OCC1(O)C2 (configuration not stated)	0	-1	0
CCn1c(C(=O)O)c(S(=O)(=O)c2ccc(Cl)cc2)c2ccccc21	7	-8	3
CC(C)c1nc(SCC(=O)N2CCN(c3ccccc3)CC2)c2c(=O)n(C)c(=O)n(C)c2n1	5	3	5
CCOC(=O)COn1c(=O)c(-c2ccc(Cl)cc2)[n+]([O-])c2ccccc21	-1	-2	4
CCOc1ccc(NC(=O)CN(C)C(=O)C(C)Oc2ccc(Cl)cc2)cc1OCC (configuration not stated)	5	12	4
CCC(=O)n1nc(-c2cccnc2)nc1NCc1ccccc1	3	2	1
CCC1(C)CN=C(c2ccccc2)NC1 (configuration not stated)	0	16	2
O=C(Nc1c(C(=O)N2CCCCC2)cnn1-c1ccccc1)c1ccccc1F	4	-1	1
CC(C)Cn1nc(C(=O)N2CCc3ccccc32)c2ccccc2c1=O	5	7	0
CCOc1ccc(OCc2ccc(C(=O)NC(C)(C)C)o2)cc1	2	1	5
COc1ccc2c(c1)OCC(O)(c1ccccc1)C2=O (configuration not stated)	6	3	5
Cc1nc(N)nc(N)c1-c1ccc([N+](=O)[O-])cc1	3	10	4
CO[C@H]1/C=C/O[C@@]2(C)Oc3c(C)c(O)c4c(O)c(c5c(c4c3C2=O)NC2(CCN(CC(C)C)CC2)N=5)=NC(=O)/C(C)=C\C=C\[C@H](C)[C@H](O)[C@@H](C)[C@@H](O)[C@@H](C)[C@H](OC(C)=O)[C@@H]1C	13	12	4
COc1ccc(NC(=O)c2ccc(NC(=O)C3COc4ccccc4O3)cc2)c(OC)c1 (configuration not stated)	6	4	3

The results go on:
SMILES	PAFAH2 inh	PAFAH1B3 inh	PAFAH1B2 FP inh
CCC(=O)Nc1nc(C)c(-c2csc(Nc3ccc(C(=O)O)cc3)n2)s1	1	5	8
O=c1[nH][nH]c(=O)c2nc(Nc3ccccc3)ncc12	7	7	2
COC(=O)c1cc2c(n1S(=O)(=O)c1ccc(C)cc1)C(=O)C(=O)c1[nH]cc(C(=O)OCc3ccccc3)c1-2	13	39*	7
COc1cccc(C2C(C(=O)c3cccs3)=C(O)C(=O)N2CCN2CCOCC2)c1OC (configuration not stated)	13	5	-1
CCOc1ccc(N(CC(=O)N2CCN(c3ccccc3OC)CC2)S(=O)(=O)c2ccc(F)cc2)cc1	4	3	-3
C=CCNc1nc(C(=O)OCC(=O)Nc2cccc(SC)c2)cs1	62*	9	4
O=C(O)c1ccc(-n2cc(-c3cc4ccccc4oc3=O)[nH]c2=S)cc1	4	13	12
COc1ccc(C(NC(C)=O)c2nccc3cc(OC)c(OC)cc23)cc1OC (configuration not stated)	-1	5	5
CCCCOc1ccc(Cn2c(=O)oc3ccccc32)cc1	-6	1	-3
COCCNC(=O)C(c1ccccc1)N(CCOC)C(=O)Cn1nnc2ccccc21 (configuration not stated)	4	4	4
COc1ccccc1OCCNC(=O)CN1C(=O)NC2(CCCC2)C1=O	3	5	4
CN(C(=O)c1ccc(NC(=O)Cc2ccc(NC(=O)C3CCN(C(=O)C4CCCCC4)CC3)cc2)cc1)C1CCCC1	6	11	5
CCOc1ccc(S(=O)(=O)NCc2cccs2)cc1C(C)C	3	5	6
CNC(=O)/C(C#N)=C/c1ccc(OCCOc2ccccc2)cc1	-7	2	-4
Cc1cc(C(=O)COC(=O)c2nn(C)c(=O)c3ccccc23)c(C)n1C	3	-3	4
COc1ccc(S(=O)(=O)N2CCOCC2)cc1NC(=O)c1ccc(OC(F)F)cc1	1	5	-3
COc1ccccc1C(=O)NC(CCSC)C(=O)OCC(=O)N1CCN(S(=O)(=O)c2ccc(C)cc2)CC1 (configuration not stated)	-4	1	9
CCOC(=O)C(=O)NC1CC=CCC1c1ccc2c(c1)OCO2 (configuration not stated)	3	7	4
